TAG inh: inhibitors of triacylglycerol accumulation, primary screen, cell-based, uHTS, fluorescence, H9c2. inhibition, % at 12.5 µM. 230,000 compounds, 0.66% hits. H9c2 cells, Nile Red lipid (TAG) fluorescence; cells loaded with 200 µM oleic acid;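 active = pattern-corrected inhibition of lipid staining of at least 50% with the nuclear-stain viability signal not falling by more than 50%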;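 note: 0% = DMSO wells and 100% = triacsin C control wells; some results filed as inactive read as strong as hits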
TAG inh DAPI viability: recorded beside TAG inh, whose call it bears; DAPI nuclei signal change (viability), lower = more cytotoxic, %;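 whole-well DAPI fluorescence read on a plate reader as a viability signal; minus 50 percent equals half of cells still viable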
* hit, by the source's call. This is a subset; the hit share may differ from the screen's.

A first look:
SMILES | TAG inh | TAG inh DAPI viability
O=C(COC(=O)CCc1nc2ccccc2s1)NCc1ccco1 | -3 | 11
CC(=O)Nc1ccc(NC(=O)C2CCN(S(=O)(=O)c3ccc4c(c3)OCCO4)CC2)cc1 | 12 | 6
COc1cccc(C2=CC(c3cccc(OC)c3OC(F)F)n3nnnc3N2)c1 (stereo not given) | -6 | 6
O=C(COC(=O)C1CCC1)Nc1cc(S(=O)(=O)N2CCOCC2)ccc1Cl | -6 | 4
COC/C=C/C1=CC2=CC(=O)C(C)(OC(=O)c3cnc4ccccc4n3)C(=O)C2=CN1Cc1ccc(OC)cc1 (stereo not given) | 3 | -3
N=P(N1CCOCC1)(N1CCOCC1)C12CC3CC(CC(C3)C1)C2 | -15 | 2

This part in full (from the top)
SMILES | TAG inh | TAG inh DAPI viability
O=C(COC(=O)CCc1nc2ccccc2s1)NCc1ccco1 | -3 | 11
CC(=O)Nc1ccc(NC(=O)C2CCN(S(=O)(=O)c3ccc4c(c3)OCCO4)CC2)cc1 | 12 | 6
COc1cccc(C2=CC(c3cccc(OC)c3OC(F)F)n3nnnc3N2)c1 (stereo not given) | -6 | 6
O=C(COC(=O)C1CCC1)Nc1cc(S(=O)(=O)N2CCOCC2)ccc1Cl | -6 | 4
COC/C=C/C1=CC2=CC(=O)C(C)(OC(=O)c3cnc4ccccc4n3)C(=O)C2=CN1Cc1ccc(OC)cc1 (stereo not given) | 3 | -3
N=P(N1CCOCC1)(N1CCOCC1)C12CC3CC(CC(C3)C1)C2 | -15 | 2
Cc1cc(Br)ccc1SCC(=O)OCC(=O)NC1CC1 | 2 | 1
CCOC(=O)C(CCC(=O)O)(CCC(C)C)c1csc(N)n1 (stereo not given) | -15 | 12
O=C(NCc1ccco1)C(=O)NCC1OCCN1C(=O)c1ccc(Cl)cc1 (stereo not given) | 5 | 2
O=[N+]([O-])c1ccc(NC(=S)NCCc2ccc(Cl)cc2)cc1 | 1 | -6
C=CS(=O)(=O)N(Cc1ccc(Cl)c(Cl)c1)C[C@@H](O)CO | -1 | -8
Cc1ccc(C)c(S(=O)(=O)N2CCN(C(=O)Cc3sc(C)nc3-c3ccc(F)cc3)CC2)c1 | 1 | -5
CCOC(=O)C1=C(C)NC(=O)NC1c1ccc(C)o1 (stereo not given) | 5 | -1
Cc1c(C(=O)N2CCOCC2)sc(NC(=O)Cc2ccccc2)c1C#N | -10 | 6
CC(=O)C1=C(C)OC(N)=C(C#N)C1c1cc2cccc(C)c2nc1Cl (stereo not given) | -6 | -5

Quoted from the entries so far for reference:
SMILES | TAG inh | TAG inh DAPI viability
O=C(COC(=O)CCc1nc2ccccc2s1)NCc1ccco1 | -3 | 11
CC(=O)Nc1ccc(NC(=O)C2CCN(S(=O)(=O)c3ccc4c(c3)OCCO4)CC2)cc1 | 12 | 6

(further entries)
SMILES | TAG inh | TAG inh DAPI viability
O=C1[C@H]2[C@@H](c3ccc(C(F)(F)F)cc3)N[C@]3(CCCN(Cc4ccccc4)C3=O)[C@H]2C(=O)N1Cc1ccccc1 | 3 | 4
O=C(NCc1ccco1)C1CCN(c2nc3ccccc3n2Cc2ccc(F)cc2)CC1 | -6 | 1
COc1ccc(-c2csc3ncnc(Cl)c23)cc1 | -16 | 11
CCOCCn1c(SCc2cccc(C)c2)nc2c1c(=O)[nH]c(=O)n2C | -13 | -11
COc1cc(OC)c(C(=O)OC(C)C(=O)NCc2ccc3c(c2)OCO3)cc1OC (stereo not given) | 5 | 3
CS(=O)(=O)N(CC(=O)Nc1ccccc1-c1ccccc1)c1ccc(F)cc1 | -17 | 0
CC(C)Oc1ccc(CNCC2(O)CCOC(C)(C)C2)cc1 (stereo not given) | 17 | -19
COC(=O)c1ccc(C2=NOC(C)(c3nnc(Cc4ccccc4)o3)C2)cc1 (stereo not given) | -10 | -7
O=C(N/C=C/n1cnc2cc(C(F)(F)F)ccc21)c1ccc(F)cc1 | -5 | 3
COc1cccc(-c2cnc(C(O)c3ccc(Cl)cc3C)[nH]2)c1 (stereo not given) | -10 | -3
Cc1cccc(-n2cc(CN3CCN(c4ccccn4)CC3)c(-c3cccc(F)c3)n2)c1 | -3 | 9
Cc1cccc(OCC(=O)NCC(=O)N/N=C/c2ccc(O)cc2O)c1 | 28 | -20
N#Cc1c(N)n(CCOC(=O)c2cccc(Br)c2)c2nc3ccccc3nc12 | -3 | 7
CCOC(=O)CCCC(=O)Nc1ncnc2c1C(c1ccccc1)c1c(ccc3ccccc13)O2 (stereo not given) | -3 | -8
O=C(Nc1ccccn1)NC(C(F)(F)F)C(F)(F)F | -12 | 9
CCN=C1S/C(=C\c2cn(CC)c3ccccc23)C(=O)N1CC | 26 | 4
O=[N+]([O-])c1ccc2c(c1)C=C1CCCCC1(N1CCCC1)O2 (stereo not given) | -3 | 5
Cc1ccc(NC2CCCN(C(=O)CSc3ccccn3)C2)cc1C (stereo not given) | 7 | -3
CC1(c2ccc3ccccc3c2)NC(=O)N(CC(=O)NCC(C)(C)N2CCOCC2)C1=O (stereo not given) | 12 | -3
COCCN(C(=O)COC(=O)c1cc2ccccc2cc1OC)c1c(N)n(Cc2ccccc2)c(=O)[nH]c1=O | 11 | 4
CC(=O)N(c1nnc(-c2cccc(C)c2)s1)C1CCCC1 | -4 | -4
CC(C)(C)NC(=O)NC(=O)CN1CCN(c2ncc(C(F)(F)F)cc2Cl)CC1 | 2 | 4
Cc1ccc(NC(=O)CSc2ncccn2)c([N+](=O)[O-])c1 | -9 | -3
CCOc1ccccc1NC(=O)C1CCCN1S(=O)(=O)c1ccc2c(c1)C(C)(C)C(=O)N2C (stereo not given) | -7 | 1
COc1ccc(NCc2ccc([N+](=O)[O-])s2)c(OC)c1 | -10 | 10
CCc1ccc(/C=N/Nc2ncnc3nc[nH]c23)cc1 | 5 | 8
Cc1nn(-c2ccc(Cl)cc2)c(NC(=O)C(C)C)c(-c2ccccc2)c1=O | 6 | -7
COc1ccc2ncn(-c3ccccc3)c2c1 | 2 | -4
COc1ccc(CNC(=O)COC(=O)c2ccccc2OCC(=O)Nc2ccc(SC(F)F)cc2)cc1 | 40 | -32
COCc1ccc(C(=O)N(C)C2CCCN(Cc3ccccc3F)C2)o1 (stereo not given) | 8 | 3
COc1ccc(NC(=O)CSc2ccc3nnc(-c4cccnc4)n3n2)cc1OC | -13 | 9
CCn1c2ccccc2c2cc(/C=N/n3c(-c4cc(C)[nH]n4)n[nH]c3=S)ccc21 | 25 | -1
NS(=O)(=O)c1cccc(NC(=O)C2CC(=O)N(Cc3ccco3)C2)c1 (stereo not given) | 7 | -2
COc1ccc(/C(C)=N/NC(=O)c2ccc(NS(=O)(=O)c3cccs3)cc2)cc1 | 1 | 2
CCNc1nc(NCC)n2c(SCC(=O)Nc3ccc(OC(F)F)cc3)nnc2n1 | 1 | -3
CC(C)(C)CNC(=O)c1ccc2c(c1)S(=O)(=O)c1cc(Cl)ccc1C2=O | -24 | 6
CCOC(=O)N1CCN(C(=O)c2cnn3c(C(F)F)cc(-c4ccc(C)cc4)nc23)CC1 | 5 | -8
Cc1cc(-n2cccn2)ccc1CN1CCN(CC(C)C)C(CCO)C1 (stereo not given) | -11 | -3
CCCCNC(=O)C1c2ccccc2Oc2ccccc21 | -1 | 4
COc1cc(=O)n2c(-c3ccccc3)csc2n1 | -12 | -2
CCN(CC)c1ccc(S(=O)(=O)N(CC)CC)cc1NC(=O)c1cccnc1 | 4 | -7
Cc1cc(OC(C)C(=O)NCCCN2CCOCC2)ccc1Cl (stereo not given) | 6 | 1
COc1ccccc1-c1cc(C(F)(F)F)n2ncc(C(=O)N3CCc4ccccc4C3)c2n1 | -12 | 0
COC(=O)\C(C(C)=O)=C(/C=C/C=C/N(C)C)N(C)C | 2 | -5
O=C(NCCCN1CCCC1=O)c1ccccc1NS(=O)(=O)c1ccc(Br)cc1 | 2 | -7

Another view of some results above.
SMILES: Cc1cc(OC(C)C(=O)NCCCN2CCOCC2)ccc1Cl (stereo not given)
  TAG inh: 6; TAG inh DAPI viability: 1

SMILES: COc1ccccc1-c1cc(C(F)(F)F)n2ncc(C(=O)N3CCc4ccccc4C3)c2n1
  TAG inh: -12; TAG inh DAPI viability: 0

SMILES: COC(=O)\C(C(C)=O)=C(/C=C/C=C/N(C)C)N(C)C
  TAG inh: 2; TAG inh DAPI viability: -5

SMILES: O=C(NCCCN1CCCC1=O)c1ccccc1NS(=O)(=O)c1ccc(Br)cc1
  TAG inh: 2; TAG inh DAPI viability: -7

(next part)
SMILES | TAG inh | TAG inh DAPI viability
Cc1ccc2c(CC(=O)NCc3ccco3)coc2c1C | -10 | 8
CCN(CC)S(=O)(=O)c1cccc(-c2cn3cccnc3n2)c1 | 4 | 21
O=C(CCC(=O)N1CCOc2ccccc21)NCCCN1CCCCC1 | 13 | -4
COc1ccc(OC)c(/C=N\Nc2nccs2)c1 | 6 | 16
O=C(/C=C/c1cccc([N+](=O)[O-])c1)OCC(=O)N1CCCCC1 | 19 | 2
CCCC(=O)Nc1ccc2oc(-c3cccnc3)nc2c1 | 13 | -6
Cn1c(SCC(=O)NCc2ccco2)nnc1-c1cccs1 | -4 | 0
O=C(NC(=S)Nc1cccc(C(F)(F)F)c1)c1ccc2nonc2c1 | -11 | 4
O=c1n(Cc2ccc(Cl)cc2)c2sc3c(c2c2ncnn12)CCCC3 | -10 | -4
CCCCOc1ccc(Br)cc1/C(C)=N/NC1=NCCN1 | 45 | -5
O=C(NC(c1ccc(Cl)cc1)c1ccsc1)C1CCN(Cc2ccc(Oc3ccccc3)cc2)CC1 (stereo not given) | -8 | 19
OC(c1ccc(F)cc1)c1nc(-c2cc3ccccc3o2)cs1 (stereo not given) | -22 | 10
NC(Cc1cccc2nsnc12)C(=O)O (stereo not given) | -2 | -8
Cc1ccc([C@@H]2[C@@H]3C(=O)N(C)C(=O)[C@@H]3[C@]3(C)C(=O)N(Cc4ccccn4)CC(=O)N23)o1 | -16 | 12
CCOc1ccc(NC(=O)C2CCCN(S(=O)(=O)c3ccc4c(c3)C(C)(C)C(=O)N4C)C2)cc1 (stereo not given) | -20 | -5
O=C(C1CCCN(S(=O)(=O)Cc2ccccc2)C1)N1CCCCC1 (stereo not given) | 4 | 1
C=C(C)CNC(=O)C1CCC(=O)N(CCCc2ccccc2)C1 (stereo not given) | 5 | -1
CC(=O)Nc1nonc1-c1nc2ccccc2n1CCC(C)C | -20 | 5
COc1cc(OC)cc(C(=O)N[C@H](C(=O)OCC(=O)Nc2ccc(C(C)C)cc2)C(C)C)c1 | -8 | -4
COC(=O)c1cnn(-c2ccccc2)c1/C=N/NC(=S)Nc1ccccc1 | 16 | -4
Cc1cc2cc(CNC(=O)c3ccc(S(=O)(=O)N(C)C)cc3)ccc2n1C | 15 | -2
CCC1(c2ccccc2)NC(=O)N(CC(=O)NC2(C#N)CCCCC2)C1=O (stereo not given) | 5 | -2
COc1cc(C(=O)OCC(=O)NC23CC4CC(CC(C4)C2)C3)cc(OC)c1OC | -18 | 0
COc1ccc(OC)c(CNc2ccc3c(c2)CCC3)c1 | -16 | 1
CCOc1ccc(S(=O)(=O)NCC2(N3CCCCC3)CCCCC2)cc1 | 18 | 7
O=C(Cn1cnc2cc([N+](=O)[O-])ccc2c1=O)NC(=O)NCc1ccccc1 | 2 | 1
COc1ccc(OCC(O)Cn2cnc(-c3ccc(Br)cc3)c2)cc1 (stereo not given) | -3 | -18
COc1ccc(-c2nnc(SCC(=O)NCc3ccco3)n2C)cc1 | 0 | 3
COc1cc(C(=S)N2CCC(C)CC2)ccc1O | 5 | 5
c1ccc2c(c1)nc(NCC1CCCO1)c1nnnn12 (stereo not given) | -8 | -2
COc1ccc(SC[C@H](Cc2ccccc2)N2CC[C@@H](C)CCC2=O)cc1 | 2 | -13
COc1ccc(C(=O)CSc2nnc(CNc3ccc(C)cc3C)o2)cc1 | -32 | -6
O=C(CC12CC3CC(CC(Br)(C3)C1)C2)Nc1cccc(S(=O)(=O)NC2=NCCC2)c1 | 7 | -7
NNC(=O)c1ccc(Cn2cc(Br)c(N)n2)cc1 | -6 | 13
COc1ccc(S(=O)(=O)N2CCN(C)CC2)cc1C(=O)Nc1ccccc1 | -6 | 7
COc1ccc(NC(=O)COC(=O)c2ccc(-n3cnnn3)cc2)c([N+](=O)[O-])c1 | 12 | -10
Cn1ccsc1=NC(=O)c1ccc(Cl)cc1 | 2 | 6
O=C(NCC(c1ccco1)N1CCN(c2ccccc2F)CC1)c1ccc2c(c1)OCO2 (stereo not given) | 0 | -2
Cc1cc(C)c2c(N)c(C(=O)Nc3ccccc3F)sc2n1 | 1 | 35
Cc1nc(NC(=O)CSc2cc(C)c3ccccc3n2)c(Cl)cc1Cl | 3 | 0
CCCCn1c(N)c(N(CCC(C)C)C(=O)COC(=O)c2ccc(CC)cc2)c(=O)[nH]c1=O | -31 | 0
CCOC(=O)C1CCN(S(=O)(=O)CCNC(=O)c2ccccc2)CC1 | 4 | 3
OC(CCN1CCC2CCC(C2)C1)c1ccc(Br)cc1 (stereo not given) | 6 | 0
Cc1nc2nc(-c3cccs3)[nH]c2cc1Br | 0 | 3
COc1ccc(S(=O)(=O)N2CCCCC2)cc1NC(=O)c1c(F)cccc1Cl | 8 | -2
CCNC(=O)C1(C)CCCN(Cc2ccc(-n3ccnc3)cc2)C1 (stereo not given) | 3 | 11
CC1CCCCC1NC(=O)CNC(=O)c1cccs1 (stereo not given) | 0 | -2
Cc1ccccc1NS(=O)(=O)c1ccc(C(=O)NCC(c2ccco2)N2CCCCC2)cc1 (stereo not given) | -4 | 1
Cc1[nH]c2c(Br)cccc2c1[C@H]1[C@@H](CC#N)C1(C)C | 21 | 4
Cc1cc(NS(=O)(=O)c2ccc(NC(=O)/C=C/c3ccc(Br)cc3)cc2)no1 | 2 | 5
CC(=O)c1ccc(OCCCC(=O)n2nnc3ccccc32)cc1 | -8 | 6
CN1CCN(C(=O)CNC(=O)c2cccs2)CC1 | -20 | 2
COc1cc(-c2nnc(-c3cc(OC)c(OC)c(OC)c3)o2)cc(OC)c1OC | 38 | 5

Source: PubChem BioAssay (Sanford-Burnham Center for Chemical Genomics)
